Fam108B counter – mouse Fam108B serine hydrolase inhibitors, primary screen, counter-screen for RBBP9 inhibitor project, biochemical, fluorescence polarization | hit rate 0.33% among 300,000 | inhibition, % at 9.51 µM | recombinant Fam108B, FP-Rh probe fluorescence polarization;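 active = inhibition above the screen mean inhibition plus 3 SD, computed separately per campaign, cut at about 18% in these data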;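 note: inhibitors lower polarization as less probe binds the enzyme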
MEX-5 binding – MEX-5 zinc finger RNA-binding disruptors – biochemical, C. elegans, fluorescence polarization, MLPCN library, primary screen. Zinc finger protein mex-5 (Caenorhabditis elegans), Q9XUB2. MEX-5/FITC-TCR2 RNA binding; active compounds read low. activity score (negative = inhibition of binding), % at 10 µM. hit rate 0.38% among 300,000;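 active = inhibition past about -25% in most replicates, and total fluorescence under double the plate's negative control median, limit read from the data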;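 note: 0% = DMSO and -100% = 5 µM competing unlabeled TCR2 RNA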
Target sequence (Q9XUB2 whole entry, looked up): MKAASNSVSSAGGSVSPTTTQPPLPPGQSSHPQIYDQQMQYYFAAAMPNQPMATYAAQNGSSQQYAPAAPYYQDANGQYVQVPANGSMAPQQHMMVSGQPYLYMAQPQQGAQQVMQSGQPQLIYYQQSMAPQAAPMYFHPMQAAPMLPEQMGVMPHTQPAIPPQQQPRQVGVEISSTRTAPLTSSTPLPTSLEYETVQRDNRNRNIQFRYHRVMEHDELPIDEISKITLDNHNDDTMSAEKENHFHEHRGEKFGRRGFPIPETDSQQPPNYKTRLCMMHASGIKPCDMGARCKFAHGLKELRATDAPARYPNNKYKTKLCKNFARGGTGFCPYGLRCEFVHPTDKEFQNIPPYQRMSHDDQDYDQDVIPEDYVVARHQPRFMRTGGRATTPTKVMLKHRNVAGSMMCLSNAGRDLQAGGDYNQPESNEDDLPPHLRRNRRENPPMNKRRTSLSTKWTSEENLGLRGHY
Bcl-xL primary – inhibitors of human Bcl-xL, primary screen, biochemical, fluorescence polarization, HTS. Bcl-2-like protein 1 (Homo sapiens), Q07817. GST-Bcl-xL / FITC-Bim BH3 peptide fluorescence polarization. inhibition, % at 10.9 µM. hit rate 0.7% among 320,000;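 active = inhibition above the mean of all tested compounds plus 3 SD, cutoff set per campaign, cut at about 30% in these data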;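 note: 0% = DMSO wells and 100% = unlabeled Bim-BH3 peptide competitor; inhibitors lower millipolarization by displacing the labeled peptide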
Target sequence (Q07817 whole entry, looked up): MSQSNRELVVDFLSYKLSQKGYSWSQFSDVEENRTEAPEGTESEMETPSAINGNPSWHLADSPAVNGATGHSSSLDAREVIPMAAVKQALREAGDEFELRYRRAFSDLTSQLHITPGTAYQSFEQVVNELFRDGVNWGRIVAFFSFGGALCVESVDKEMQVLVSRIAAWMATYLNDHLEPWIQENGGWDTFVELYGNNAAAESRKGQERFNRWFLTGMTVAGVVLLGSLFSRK
CR mimetic SO – reduction of superoxide in aged yeast, primary screen, HTS; S. cerevisiae aged cells, superoxide DHE fluorescence; active compounds read low; superoxide response (% of plate mean), % at 10 µM; hit rate 0.18% among 330,000;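 active = superoxide response under a set limit, about three screen SD below normal, cut at about 65% in these data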;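 note: yeast aged for seven days with compound at 30 °C before DHE staining; 100% = average MFI of all compound-treated wells on the plate with controls excluded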
ZTA DNA inh – counter-screen for EBNA-1 inhibitors: inhibitors of Epstein-Barr virus ZTA; AID 2234; inhibition, % at 11 µM; ZTA-DNA binding, fluorescence polarization; hit rate 0.15% among 320,000; P03206; in the data active = inhibition above about 33%
Target sequence (P03206 whole entry, looked up): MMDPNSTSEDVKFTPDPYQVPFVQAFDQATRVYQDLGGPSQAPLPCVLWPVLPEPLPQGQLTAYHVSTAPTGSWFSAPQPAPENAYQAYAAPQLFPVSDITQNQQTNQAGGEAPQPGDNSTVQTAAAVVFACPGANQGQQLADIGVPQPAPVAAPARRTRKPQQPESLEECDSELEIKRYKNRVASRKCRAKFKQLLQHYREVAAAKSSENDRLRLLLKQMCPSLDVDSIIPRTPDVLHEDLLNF
EBNA-1 inh – EBNA-1 DNA-binding inhibitors, primary screen, biochemical, fluorescence polarization | inhibition, % at 14.8 µM | hit rate 0.34% among 300,000 | AID 1950, 2009; in the data active = inhibition above about 28%
Efflux pump inh – inhibitors of Candida efflux pumps in yeast, primary screen, S. cerevisiae, Nile Red, multiplex | S. cerevisiae Candida pump triplex | inhibition, % at 10 µM | hit rate 0.44% among 330,000 | AID 485275, 2010;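 active = plate passing quality check with inhibition over a set limit, or well fluorescence over plate mean plus 4 SD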;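 note: Nile Red retained in pooled yeast measured as flow cytometry median fluorescence; 0% = buffer negative control and 100% = Enniatin B positive control; higher means more Nile Red kept so more efflux inhibition; some compounds called inactive have numbers as strong as hits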
GLD-1 RNA inh – GLD-1/TGE RNA complex disruptors, primary screen, biochemical, fluorescence polarization | Female germline-specific tumor suppressor gld-1 (Caenorhabditis elegans), Q17339 | AID 2280, 2010 | inhibition, % at 5.96 µM | purified GLD-1 + fluorescein TGE RNA | hit rate 0.44% among 320,000;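 active = percent inhibition above a per-plate cutoff, the plate mean of test compounds plus 3 SD, cut at about 30% in these data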;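 note: 0% = DMSO wells with GLD-1 and probe and 100% = wells lacking GLD-1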
MCL1-BIM inh – inhibitors of MCL1 binding to BIM-BH3, primary screen, biochemical, fluorescence polarization. hit rate 0.68% among 320,000. inhibition, % at 10.9 µM. GST-MCL1 / FITC-Bim-BH3 fluorescence polarization. Induced myeloid leukemia cell differentiation protein Mcl-1 (Homo sapiens), Q07820;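 active = inhibition above the mean inhibition of all tested compounds plus 3 SD, set per campaign, cut at about 40% in these data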;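 note: 0% = DMSO wells and 100% = unlabeled Bim-BH3 peptide control; higher means more loss of mP so more displacement of Bim peptide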
Starred values were filed as active, the others as inactive; . = no result given.

Each structure is followed by: Fam108B counter	MEX-5 binding	Bcl-xL primary	CR mimetic SO	ZTA DNA inh	EBNA-1 inh	Efflux pump inh	GLD-1 RNA inh	MCL1-BIM inh
> O=c1c2ccccc2c(C=Nc2ccc(S(=O)(=O)N3CCCCC3)cc2)c(O)n1-c1ccc(Cl)cn1
    -4	-0.8	4	105	1	-4	0.1	6	-8
> CC(=O)c1ccc(N2CCN(C(=O)C3CCC3)CC2)cc1
    -1	-1.1	3	103	-4	-8	0.2	-5	4
> Oc1ccc2n[nH]nc2c1
    -1	2.0	3	104	4	0	-0.2	-1	11
> CCN(CC)C(=O)Oc1ccc2c(=O)c(-c3ccccc3)coc2c1
    0	-0.3	0	93	-4	-14	0.4	1	-1
> CCCc1nnc(NC(=O)OCC)s1
    6	0.9	3	99	1	-11	0.0	-2	1
> CCC1(CC)C(=O)N=C2c3ccccc3C(=O)N21
    -3	-0.9	1	95	6	-1	0.0	6	3
> Cc1ncsc1CCOC(=O)c1cccnc1
    -2	-1.5	-2	99	-2	6	0.0	-5	-2
> COc1cc(N2C(=O)C=CC2=O)c(OC)cc1Cl
    -3	0.6	8	98	-3	-4	0.2	9	10
> O=C(N/N=C/c1ccc2c(c1)OCO2)c1ccc2ccccc2n1
    1	-6.0	5	93	13	-8	-0.1	2	17
> CCOC(=O)Cn1nc(/C=C/c2ccccc2)ccc1=O
    -1	0.1	1	107	2	-2	0.1	-2	1
> COc1cccc(NC(=O)N(CCCN2CCOCC2)C(C)c2cc3ccccc3o2)c1 (centres undefined)
    -3	-0.4	-1	100	-11	-6	0.0	4	-1
> CCN1C(=O)C2C(c3cccc(F)c3)NC(CC)(C(=O)OC)C2C1=O (centres undefined)
    -5	-0.7	-1	105	2	2	0.0	-5	-1
> COc1ncnc2c1NC1=C(S2)C(=NCCC(=O)O)CC(C)(C)C1
    0	-52*	144*	93	-1	-9	0.1	103*	162*
> COc1ccc(NC(=O)NCc2ccco2)cc1OC
    -1	-0.6	4	99	-13	4	0.0	2	0
> CC(C)CCNC(=O)C1CCN(S(=O)(=O)c2ccc3c(c2)CC(C)N3C(=O)C2CC2)CC1 (centres undefined)
    0	4.1	0	90	-12	-8	-0.1	0	-5
> Cc1ccc(C)c(N2CCN(C(=O)C3CCCN(S(=O)(=O)c4c(C)[nH]c(=O)[nH]c4=O)C3)CC2)c1 (centres undefined)
    0	3.3	9	95	-12	-6	-0.1	1	1
> COc1ccc(N(CC(=O)N/N=C/c2cccc(OC)c2OC)S(=O)(=O)c2ccccc2)cc1
    -5	-0.4	3	109	-6	6	0.4	1	11
> COC(=O)CSc1nc2ccc(NC(=O)c3ccccc3C(=O)N3CCOCC3)cc2s1
    -3	0.9	7	93	2	-10	-1.5	1	6
> Cc1ccccc1CN1N=C(/C=C/c2ccccc2)CCC1=O
    -1	-1.1	2	95	-16	0	-0.2	11	5
> CCC(=O)NC(=S)Nc1ccccc1F
    -2	-1.9	10	106	-4	-1	0.2	0	5
> COc1ccc(NS(=O)(=O)c2cc(NC(=O)c3nc4nc(C)cc(C)n4n3)ccc2C)cc1
    -3	.	10	106	8	7	-0.1	2	7
> N#CC1=C(N)N=C(SCc2ccccc2)C(C(N)=O)C12CCCCC2 (centres undefined)
    4	-0.6	-1	77	8	9	0.0	1	-2
> c1ccc(CNc2ccc3c(c2)ncn3C2CCCCC2)nc1
    1	-5.9	6	93	5	3	0.1	1	8
> CSc1nc2ccc(NC(=O)C3=NNC(=O)CC3)cc2s1
    1	-0.4	-11	99	2	-6	0.1	5	0
> CCCn1c(SCC(=O)Nc2nonc2C)nnc1-c1ccoc1C
    -3	-0.8	-1	91	10	5	0.0	-6	2
> COc1ccc(C2/C=C\CN(S(=O)(=O)c3ccc(C)cc3)CC(=O)N2Cc2ccc(F)cc2)cc1 (centres undefined)
    -4	2.3	-3	.	-8	-2	.	13	-1
> CC1CN(C(=O)c2cc(Br)c(Br)s2)CC(C)O1 (centres undefined)
    .	.	6	99	0	.	-0.4	-14	2
> O=C(Cc1cccc2ccccc12)N/N=C1\CCCc2ccccc21
    -7	1.0	8	104	14	-9	-0.1	6	6
> CCCCOc1ccc(C(=O)NCc2ccco2)cc1
    -3	0.9	6	86	4	4	0.1	-2	3
> COc1ccc(OC)c(C2C(C(=O)c3sc(C)nc3C)=C(O)C(=O)N2CCN2CCOCC2)c1 (centres undefined)
    7	-4.0	-2	96	2	-1	-0.1	-3	-6
> CC(C)(C)NC(=O)NC(=O)COC(=O)Cn1c(C(F)(F)F)nc2ccccc21
    5	1.4	1	79	-5	-23	0.2	-5	-5
> O=C(c1ccsc1)N1CCCC(N2CCN(c3cccc(Cl)c3)CC2)C1 (centres undefined)
    -1	3.6	5	81	1	-3	0.1	2	3
> Cc1cc(OCC(=O)Nc2ccc(CN3CCOCC3)cc2)c2c(C)cc(=O)oc2c1
    3	-1.8	7	89	2	-2	0.0	-7	5
> CCCc1cc(C(=O)NNC(=S)NCC)c2ccccc2n1
    1	-1.4	0	99	-10	-9	-0.3	10	0
> c1ccc(CSc2nnc(-c3cccs3)n2Cc2ccco2)cc1
    0	0.1	-1	98	-21	-1	0.0	-1	1
> CCN(CC)CCOC(=O)/C=C/c1ccccc1OC
    4	0.9	3	116	-24	-12	0.0	1	6
> Cc1cc(Br)cc2c1NC(=O)C2(c1c(C)n(C)n(-c2ccccc2)c1=O)c1c(C)n(C)n(-c2ccccc2)c1=O
    0	-3.0	0	120	1	-12	0.2	-2	-6
> COC(=O)c1cc(S(=O)(=O)N2CCN(c3ccc(C(C)=O)cc3)CC2)c[nH]1
    0	1.3	5	84	-5	-15	0.2	-5	2
> NC(=S)Nc1ccc2cc[nH]c2c1
    0	-1.3	0	82	8	-10	-0.1	4	6
> CCC(C)c1ccc(NC(=O)COc2c(F)c(F)c(C(F)(F)F)c(F)c2F)cc1 (centres undefined)
    -1	-2.6	6	99	-21	-4	-0.3	0	0

Remaining list, next part
Structure	Fam108B counter	MEX-5 binding	Bcl-xL primary	CR mimetic SO	ZTA DNA inh	EBNA-1 inh	Efflux pump inh	GLD-1 RNA inh	MCL1-BIM inh
COCCNC(=O)c1c[nH]c2cc(OC)c(OC)cc2c1=O	-1	-0.7	1	108	6	5	0.0	-6	-7
O=C1NC(c2cccs2)C(C(=O)c2ccccc2)C(O)(C(F)(F)F)N1 (centres undefined)	4	-1.6	1	107	-13	-8	0.0	2	-2
Cc1c(O)ccc2c(CN3CCOCC3)cc(=O)oc12	3	-2.4	2	99	-14	0	0.6	15	6
O=C(NC1CCCC1)C(c1ccc(F)cc1)N(Cc1ccc(F)cc1)C(=O)CCl (centres undefined)	-1	0.9	-7	93	-10	-3	0.1	-9	-16
CC(=O)N(Cc1ccc(Br)cc1)c1ccccc1C(=O)O	-1	0.9	-2	110	2	-13	0.0	7	1
CC1(C)S/C(=N/N=C/c2ccco2)NC1=O	-2	-1.3	4	94	-6	-4	0.7	-4	3
O=C(NCc1ccco1)C(c1ccncc1)N(C(=O)Cn1nnc2ccccc21)c1ccccc1F (centres undefined)	-1	-4.2	1	103	-9	3	0.0	2	-1
COC(=O)CN1C(=S)N(c2ccc(OC)cc2)C(=O)/C1=C/c1cccs1	-5	0.2	6	105	-2	6	-0.1	4	7
O=S1(=O)CCS(=O)(=O)C1c1ccccc1	-2	1.6	5	124	8	-13	0.0	16	-2
CCOC(=O)CCCCNC(=O)Nc1ccccc1	-1	-2.4	6	97	3	8	0.1	2	2

5 compounds from above, reduced to Efflux pump inh and CR mimetic SO:
Structure,Efflux pump inh,CR mimetic SO
Cc1c(O)ccc2c(CN3CCOCC3)cc(=O)oc12,0.6,99
O=C(NC1CCCC1)C(c1ccc(F)cc1)N(Cc1ccc(F)cc1)C(=O)CCl (centres undefined),0.1,93
CC(=O)N(Cc1ccc(Br)cc1)c1ccccc1C(=O)O,0.0,110
CC1(C)S/C(=N/N=C/c2ccco2)NC1=O,0.7,94
O=C(NCc1ccco1)C(c1ccncc1)N(C(=O)Cn1nnc2ccccc21)c1ccccc1F (centres undefined),0.0,103

Another view of 4 compounds above:
CCC(C)c1ccc(NC(=O)COc2c(F)c(F)c(C(F)(F)F)c(F)c2F)cc1 (centres undefined)
  Fam108B counter: -1	MEX-5 binding: -2.6	Bcl-xL primary: 6	CR mimetic SO: 99	ZTA DNA inh: -21	EBNA-1 inh: -4	Efflux pump inh: -0.3	GLD-1 RNA inh: 0	MCL1-BIM inh: 0
COCCNC(=O)c1c[nH]c2cc(OC)c(OC)cc2c1=O
  Fam108B counter: -1	MEX-5 binding: -0.7	Bcl-xL primary: 1	CR mimetic SO: 108	ZTA DNA inh: 6	EBNA-1 inh: 5	Efflux pump inh: 0.0	GLD-1 RNA inh: -6	MCL1-BIM inh: -7
O=C1NC(c2cccs2)C(C(=O)c2ccccc2)C(O)(C(F)(F)F)N1 (centres undefined)
  Fam108B counter: 4	MEX-5 binding: -1.6	Bcl-xL primary: 1	CR mimetic SO: 107	ZTA DNA inh: -13	EBNA-1 inh: -8	Efflux pump inh: 0.0	GLD-1 RNA inh: 2	MCL1-BIM inh: -2
Cc1c(O)ccc2c(CN3CCOCC3)cc(=O)oc12
  Fam108B counter: 3	MEX-5 binding: -2.4	Bcl-xL primary: 2	CR mimetic SO: 99	ZTA DNA inh: -14	EBNA-1 inh: 0	Efflux pump inh: 0.6	GLD-1 RNA inh: 15	MCL1-BIM inh: 6

Further entries follow.
Structure	Fam108B counter	MEX-5 binding	Bcl-xL primary	CR mimetic SO	ZTA DNA inh	EBNA-1 inh	Efflux pump inh	GLD-1 RNA inh	MCL1-BIM inh
CC(C)(C)c1ccc(S(=O)(=O)NNC(=O)C2CCN(Cc3cccc(F)c3)CC2)cc1	0	3.0	1	100	-19	3	-0.4	-4	4
COC(=O)c1cc(-c2ccc(Cl)cc2)n(-c2ccc(S(N)(=O)=O)cc2)n1	-4	0.2	4	101	0	1	0.0	2	-2
O=C(CCC(=O)N(CC(=O)NC1CCCCC1)Cc1ccccc1)Nc1ccccn1	8	3.0	-1	99	-3	3	-0.1	2	6
CCOC(=O)CC1(NC(=O)c2cc(COc3c(F)cccc3F)on2)CCCCC1	6	-1.9	1	101	15	-5	-0.2	0	7
CCOc1ccc(NS(=O)(=O)c2ccc(NC(=S)NC(=O)C(C)C)cc2)cc1	-2	.	6	110	1	-17	0.2	5	3
O=C(CSc1ccc(-c2cccnc2)nn1)Nc1ccccc1C(F)(F)F	-1	0.6	1	92	-3	8	-0.1	6	6
CC1(C)CC(NC(=O)c2cc([N+](=O)[O-])cc([N+](=O)[O-])c2)CC(C)(C)N1	-4	2.7	5	99	12	-7	0.1	-4	12
CCc1noc(C)c1C(=O)NNC(=O)c1cc(OC)c(OC)c(OC)c1	-4	3.2	-10	106	3	1	-0.1	5	-20
COc1ccc(Cc2nc3ccc(C(=O)NCCCSC)cc3o2)cc1OC	0	-1.6	4	91	10	-3	-0.1	3	8
